NR1D1 modulator = modulators of Rev-erb alpha DNA binding, primary screen, biochemical, FITC-DNA, fluorescence polarization, uHTS. AID 1259318, 2017. 370,000 compounds, 0.79% hits. Rev-erbα–FITC-DNA binding, 90 min. activity, % at 10 µM. Nuclear receptor subfamily 1 group D member 1 (Homo sapiens), P20393;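 active = activity above about 14%, limit read from the data; passing the limit was not always enough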;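 also: 0% = DMSO wells with 35 nM protein and 100% = DMSO wells with 750 nM protein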
ASAP1 GAP inh = inhibitors of human ASAP1 ArfGAP activity, primary screen, biochemical, fluorescence polarization; AID 624377, 2012; Arf-GAP with SH3 domain, ANK repeat and PH domain-containing protein 1 (Homo sapiens), …; ASAP1-stimulated ARF1 GTP hydrolysis, GDP FP detection; 360,000 compounds, 0.19% hits; inhibition, % at 16.5 µM; in the data active = inhibition above about 25%;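 also: 0% = vehicle with enzyme and substrate and 100% = no enzyme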
PLC-beta3 inh = human PLC-beta3 inhibitors, primary screen, biochemical, fluorescence; 370,000 compounds, 0.18% hits; AID 720704, 2013; inhibition, % at 12.2 µM; Purified PLC-beta3, fluorogenic substrate; in the data active = inhibition above about 11%;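 also: 0% = median of compound wells on plate and 100% = full blocker control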
sPLA2-III inh = human group III sPLA2 inhibitors, primary screen, biochemical, QFRET, BODIPY PC-A2 liposome substrate. QFRET BODIPY PC-A2 liposome hydrolysis, fluorescence. inhibition, % at 12.2 µM. 370,000 compounds, 0.56% hits;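 active = inhibition above mean plus 3 SD of compounds lying within the high and low control bounds, cut at about 19% in these data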;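 also: 0% = median of test compound wells and 100% = no enzyme DMSO wells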
PLC-gamma1 inh = PLC-gamma1 enzyme inhibitors, primary screen, biochemical, fluorescence, purified enzyme | fluorogenic substrate | inhibition, % at 12.2 µM | 370,000 compounds, 0.84% hits; in the data active = inhibition above about 9.5%
UHRF1 binding = UHRF1 methylated DNA binding inhibitors, primary screen, counter-screen for MBD2 inhibitor project, biochemical, TR-FRET, human UHRF1, single concentration. inhibition, % at 4.4 µM. 370,000 compounds, 0.75% hits. UHRF1 binding to methylated oligo; in the data active = inhibition above about 21%;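 also: UHRF1 SRA domain binding a hemimethylated CpG hairpin DNA probe; 0% = median of test compound wells and 100% = reference inhibitor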
DDE Tn6 FP inh = inhibitors of Tn6 peptide binding to fibrin DD(E), primary screen, biochemical, fluorescence polarization, human fibrin, Tn6 probe; 370,000 compounds, 0.21% hits; inhibition, % at 8.3 µM; Fibrin DD(E) TRITC-Tn6 fluorescence polarization displacement;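 active = inhibition above a per-campaign cutoff: mean of compounds within control limits plus 3 SD, cut at about 15% in these data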;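 also: 0% = median of all compound wells on the plate and 100% = blocking peptide control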
Target sequence (P02675 whole entry, looked up): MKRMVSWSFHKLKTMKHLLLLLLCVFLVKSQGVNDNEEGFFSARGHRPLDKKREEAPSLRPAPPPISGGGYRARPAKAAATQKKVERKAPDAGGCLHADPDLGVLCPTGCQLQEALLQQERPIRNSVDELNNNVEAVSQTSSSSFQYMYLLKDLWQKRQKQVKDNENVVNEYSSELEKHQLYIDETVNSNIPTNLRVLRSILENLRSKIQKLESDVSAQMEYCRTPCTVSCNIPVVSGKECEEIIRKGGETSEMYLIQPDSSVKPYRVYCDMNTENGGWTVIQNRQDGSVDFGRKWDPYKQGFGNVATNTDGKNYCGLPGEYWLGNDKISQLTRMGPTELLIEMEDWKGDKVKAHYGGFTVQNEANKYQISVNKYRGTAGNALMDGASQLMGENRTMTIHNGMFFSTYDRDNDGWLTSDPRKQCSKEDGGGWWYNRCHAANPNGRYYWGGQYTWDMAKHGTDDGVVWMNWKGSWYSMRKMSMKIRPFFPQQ
ARFGAP1 inh = inhibitors of rat ARFGAP1 GAP activity, primary screen, biochemical, fluorescence polarization, GDP tracer. ADP-ribosylation factor GTPase-activating protein 1 (Rattus norvegicus), Q62848. Arfgap1-stimulated ARF1 GTP hydrolysis, GDP FP detection. inhibition, % at 16.5 µM. 360,000 compounds, 0.26% hits;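 active = inhibition above a per-plate limit, mean inhibition of low control wells plus 3 SD, cut at about 25% in these data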;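 also: 0% = DMSO wells with enzyme and 100% = wells lacking Arfgap1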
Target sequence (Q62848 1-136 limits assumed): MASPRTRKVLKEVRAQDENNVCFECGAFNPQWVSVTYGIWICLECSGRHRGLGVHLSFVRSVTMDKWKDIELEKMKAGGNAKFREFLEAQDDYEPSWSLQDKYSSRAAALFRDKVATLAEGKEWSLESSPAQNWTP
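Replicates: Single well per compound | Assay system: Truncated rat Arfgap1 GAP domain | Control set: No-Arfgap1 wells (100%) versus DMSO full-reaction wells (0%) | Times: Enzyme reaction 120 min at 25 °C after 20 min preincubation | Reagent: Human ARF1(Δ1-17)-GTP substrate | Measured by: Tracer-displacement fluorescence polarization with EDTA stop, 620/688 nm | Measure: Percent inhibition of Arfgap1-stimulated GTP hydrolysis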
proKLK7 act = proKLK7 zymogen activators, primary screen, biochemical, fluorescence intensity | Kallikrein-7 (Homo sapiens), P49862 | purified proKLK7, EDANS-DABCYL substrate fluorescence; 100% is mature enzyme control, 0% vehicle | activation, % at 7 µM | 370,000 compounds, 0.9% hits | AID 652039, 2013;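 active = activation above the mean of all tested compounds plus 3 SD, computed per campaign excluding outliers beyond control limits, cut at about 13% in these data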
Target sequence (P49862 whole entry, looked up): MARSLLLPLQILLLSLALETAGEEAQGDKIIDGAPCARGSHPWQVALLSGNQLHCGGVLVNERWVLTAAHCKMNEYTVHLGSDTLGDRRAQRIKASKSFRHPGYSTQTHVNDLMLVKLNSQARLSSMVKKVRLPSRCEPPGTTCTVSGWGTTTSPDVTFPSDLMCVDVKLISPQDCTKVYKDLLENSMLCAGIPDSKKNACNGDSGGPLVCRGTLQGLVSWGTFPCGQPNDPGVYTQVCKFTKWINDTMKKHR
DDE Tn7 FP inh = inhibitors of Tn7 peptide binding to fibrin DD(E), primary screen, biochemical, fluorescence polarization, human fibrin, Tn7 probe | Fibrinogen beta chain (Homo sapiens), P02675 | FP displacement of FITC-Tn7 peptide from fibrin DD(E); 0% = median of compound wells per plate | inhibition, % at 8.3 µM | 370,000 compounds, 0.13% hits;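 active = inhibition above the mean of compounds falling within the control limits plus 3 SD of them, cut at about 14% in these data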;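 also: 0% = plate median of compound wells and 100% = 10 µM Aha-Tn7 peptide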
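Measure: % inhibition scaled between sample-field median and high-control FP; Test system: human fibrin DD(E); Quantity: 2 µM final DD(E) protein; Doses: one dose, 8.3 µM nominal; Schedule: compound with protein 10 min, then 3 h after probe, room temperature; Detection: fluorescence polarization; Medium: Tris buffer with calcium and detergent, pH 7.8.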
The depositor's hits bear a star; i = inactive; . = not tested or not shown.

Values run as follows: sPLA2-III inh, PLC-gamma1 inh, DDE Tn7 FP inh, PLC-beta3 inh, NR1D1 modulator, UHRF1 binding, ARFGAP1 inh, DDE Tn6 FP inh, ASAP1 GAP inh, proKLK7 act
> O=C(C1CC1)N1N=C(c2ccccc2)CC1(O)C(F)(F)C(F)(F)F (stereo not drawn)
 : -3, 5, -5, -2, 8, 0, 6, -6, 2, -0.2
> C=CCOc1c(Cl)cc(Cl)cc1S(=O)(=O)NCCO
 : 3, 1, -8, 4, -2, 0, -9, 4, 2, 0.8
> CCOC(=O)c1cccc(NC(=O)CCn2nnc3ccccc32)c1
 : 1, 2, -6, -3, 1, 7, 8, -9, 4, 0.2
> O=C(C[n+]1ccccn1)c1ccccc1
 : -6, -13, -4, -19, -3, -4, 3, 4, -3, -0.8
> CC(C1=CCCCC1)c1cnn(C)c1 (stereo not drawn)
 : 2, 2, -2, 0, 7, 1, ., 3, ., -0.2
> Cc1c(Br)c(C(F)(F)F)nn1CC(=O)NCc1ccccc1
 : -3, 2, -1, 1, -1, -5, 0, -4, -36, 0.3
> CC(=O)c1c(C)[nH]c(C(=O)OCC(=O)Nc2ccc(Cl)cc2[N+](=O)[O-])c1C
 : -4, 0, -1, 3, -5, -4, 5, -3, -1, 0.7
> Brc1ccccc1-c1nnc(-c2cccnc2)o1
 : 1, 2, -1, 1, 0, -5, 3, 1, 4, -0.5
> O=C1NCCN(Cc2ccc(Cl)c(F)c2)C1CC(=O)N1CCCO1 (stereo not drawn)
 : 2, -76, -2, -94, 3, -1, 0, 0, 1, 0.1
> COc1ccc(/C=C/C(=O)NC(=S)N2CCN(c3ccccn3)CC2)cc1OC
 : 5, -44, 0, -64, -9, -1, 5, 3, 5, 3.6
> Cc1ccc(Cn2c(=S)[nH]c3ccccc3c2=O)cc1
 : 8, -1, 0, -3, 12, 0, 20, -2, 0, 0.5
> COc1ccccc1C(=O)Nc1ccnn1C1CCN(Cc2ncc[nH]2)CC1
 : 2, -3, 3, -161, -5, -2, 2, -8, 6, -0.3
> O=C1C(Cc2ccccc2)S/C(=N/N=C/c2ccco2)N1c1ccccc1 (stereo not drawn)
 : -9, -1, 3, 4, 0, -3, 4, -8, -2, 0.3
> CCn1nc(C)c(Br)c1Nc1ccc(Br)cc1
 : 2, 1, 11, -1, 9, -1, -2, 2, -17, -0.2
> Cc1sc2ncnc(Nc3ccccc3)c2c1C
 : 10, 5, -4, 3, -3, 2, 18, -8, 18, -0.3
> Cc1cc(C)n2nc(C(=O)OCC(=O)N(Cc3ccccc3)C(C)C)nc2n1
 : 7, -2, -3, -6, 1, 2, -12, 1, 2, -0.1
> Cc1cc(Cl)cc(C)c1OCCCCn1ccnc1
 : -27, -1, 5, -1, -3, -4, 4, 9, -7, 0.6
> CC(C)CCn1c(CN2CCN(c3cccc(Cl)c3)CC2)nc2c1c(=O)n(C)c(=O)n2C
 : 2, 0, 0, -2, 4, 1, -13, 6, 5, 0.3
> Cc1cc(N2CCN(C)CC2)nc2ccc(NC(=O)c3cccnc3Cl)cc12
 : -11, -14, 1, -15, 0, -2, 29*, -5, 49*, 0.0
> CCCN1C(=O)c2cc(C(=O)Nc3cccc(C(C)=O)c3)ccc2C1Nc1cccc(C(C)=O)c1 (stereo not drawn)
 : -18, -40, 4, -66, -7, 4, 3, -1, 11, -2.3
> COc1ccc(/C=N\NC(=O)c2ccc(Cn3cc(Br)c([N+](=O)[O-])n3)o2)c(OC)c1C
 : 5, -5, 0, 0, -5, -1, 6, 6, 4, -0.7
> COc1ccc(C(=O)N[C@H](C(=O)NCCCn2nc(C)cc2C)C(C)C)cc1
 : 10, 2, 5, -6, -1, 0, 0, 4, -5, -0.5
> CCOC(=O)c1ccc(NC(=O)Oc2ccccc2)cc1
 : 0, 0, 4, 0, 1, -2, 5, 1, 4, -0.3
> COc1cc2c(cc1OC)/C(=C/C(=O)c1ccccc1F)NCC2
 : 0, -406, 4, -439, 4, 0, -4, -9, 6, 2.2
> CCOc1ccc(-c2nnn(CC(=O)NCc3ccc(OC)cc3)n2)cc1OCC
 : 1, 0, 1, 1, 7, 1, -1, 4, -1, -0.4
> Cc1nc2cc(NC(=O)NCCC3=CCCCC3)ccc2o1
 : 16, -3, 2, 2, -4, -1, 7, -6, -8, 0.3
> CCCCCCCCN1C(=O)N2Cc3cc(F)ccc3C2CS1(=O)=O (stereo not drawn)
 : 7, 3, -9, 1, 1, 3, ., -8, ., 0.4
> Cc1nn(C)c(C)c1CN(C)C(=O)C1c2ccccc2Oc2ccccc21
 : 6, -8, -1, -9, -1, 2, 12, -4, -6, 0.1
> Cc1nc(C(=O)N2CCc3c([nH]c4ccccc34)C2c2cc(F)ccc2F)cs1 (stereo not drawn)
 : -9, 5, 3, -2, 4, 4, 20, 0, 2, 0.5
> c1ccc(-n2c(SCC3CCCCO3)nnc2-c2cccs2)cc1 (stereo not drawn)
 : -1, -2, -4, -7, 5, -1, 12, -4, -5, -0.1
> NS(=O)(=O)c1ccc(NC(=S)N2CCN(Cc3ccc4c(c3)OCO4)CC2)cc1
 : -3, -2, 5, -1, -4, 0, 8, 10, 10, -0.7
> Cc1cc(C(=O)OCC(=O)c2ccc3c(c2)NC(=O)CO3)c2ccccc2n1
 : -5, -35, 2, -53, -3, 2, -2, -1, 0, -14
> CC1(C)C(=O)Nc2ccccc2N1C(=O)COC(=O)c1ccc(NC(N)=O)cc1
 : -1, 0, 2, -7, 0, -1, 11, 8, 3, -0.1
> Cn1nc(C(F)(F)F)c(C#N)c1N1CCN(c2cccc(C(F)(F)F)c2)CC1
 : 5, 1, 4, 2, 5, 3, 2, 0, 0, 0.0
> CCN(c1ccc(OC)cc1)S(=O)(=O)N1CCCC(C(=O)NCc2ccc(OC(C)C)cc2)C1 (stereo not drawn)
 : -10, 6, -5, 6, 2, -2, 6, -1, 10, 1.2
> Cc1c(C(=O)N/N=C/c2ccc(N(C)C)cc2)[nH]c2ccc(Cl)cc12
 : 7, -242, -8, -248, 6, -4, -5, -4, -1, -7.1
> CN1CCN(CCCNC(=O)c2ccc(/C=C3\Sc4ccccc4N(Cc4ccccc4F)C3=O)cc2)CC1
 : -16, -148, 3, -221, 4, -3, -1, 4, 4, -7.1
> Cc1ccccc1NC(=O)c1sc2nc(N3CCOCC3)c3c(c2c1N)CCCC3
 : 2, i, 7, i, 3, -4, 25, -5, -4, -18
> COc1ccc2c(c1)C1(Nc3ccccc3-c3nc4ccccc4n31)C(=O)N2C (stereo not drawn)
 : -8, -23, -3, -37, -2, -3, 4, -18, 12, -0.1
> Cc1ccc(/C=C2/Sc3ccc(C(=O)N4CCN(C)CC4)cc3NC2=O)cc1
 : -25, -17, 7, -33, -19, 1, -3, -2, -9, 0.2
> Cc1ccc2c(c1)C1C3CCC(C3)C1S(=O)N2 (stereo not drawn)
 : 6, 1, 3, -9, -4, 1, -1, 6, -12, -0.3
> O=C(c1ccccn1)N1CCN(c2cccc(C(F)(F)F)c2)CC1
 : -6, -2, -4, -3, 9, -2, -9, -7, -8, -0.4
> CS(=O)(=O)c1ccc(Cl)c(NC(=O)CN2CCCC2c2ccc3c(c2)OCCCO3)c1 (stereo not drawn)
 : -6, 2, -3, -8, 0, -1, -7, 2, -13, 0.8
> CC(=O)c1ccc(NC(=O)CCn2c(=S)oc3ccccc32)cc1
 : 5, -1, 3, -5, 6, 10, 11, 2, -2, -0.5
> CC1CN(c2ncc(/C=N/NC(=O)c3ccccc3O)s2)CC(C)O1 (stereo not drawn)
 : 5, -77, 4, -90, 3, -3, 1, -4, -12, 0.7
> Nc1ncc(-c2ccc(-c3ccccc3)cc2F)cc1-c1ccccc1F
 : 0, -27, 3, -39, -7, 0, -1, 3, 10, -3.5
> COc1ccc(/C=C2\N=C(C)N(c3ccc4ccccc4c3)C2=O)cc1OC
 : 6, -10, -2, -19, 22, 2, 18, -8, -8, 0.9
> CCOC(=O)C1(C)CCN1C(=O)c1cc2ccccc2s1 (stereo not drawn)
 : 2, -1, 3, 3, -4, 1, -9, -1, 2, -0.1
> CCC(C)C(CO)NCCCn1cnc2c(OC)ncnc21 (stereo not drawn)
 : 15, 3, 7, -3, -2, 4, 3, 0, 7, -0.7

Bioassay records deposited in PubChem BioAssay by several laboratories.
